Screens as filed in PubChem.
BRCA1 expr act – increases BRCA1 expression | MCF7-BRCA1-FFLuc reporter, luminescence, 48 h; response scale: scaled: vehicle 0%, 10 µM genistein 100% | Potency, µM (top dose mostly 46.1 µM), for the others: top-dose activation, most hits filed as activators | actives 1.1% (n = 380,000); further: potency means the concentration at half of the fitted maximal effect; nearly all actives have a fitted effect of over 80% in size; some results filed as inactive show a strong effect at the top dose
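First, MCF7-BRCA1-FFLuc cells (2000/well) attach for 2 h; next, compounds are pin-added and incubated 48 h at 37 °C; finally, luciferase reagent is added and luminescence read after 15 min.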
NPC1 promoter act – NPC1 promoter activation; Huh7 NPC1 promoter luciferase reporter, 24 h; Potency, µM (top dose mostly 9.22 µM), for inactives: top-dose activation, actives largely listed as activators; actives 2.4% (n = 320,000); AID 485313;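 further: potency means the concentration at half of the fitted maximal effect; % of control where 0% means no effect; nearly all actives have a fitted effect of over 60% in size; reporter is driven by a mutant NPC1 promoter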
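Huh7 reporter cells (NPC1 promoter driving luciferase) are dosed with compound for 24 h at 37 °C, 5% CO2; luciferase detection reagent is then added and luminescence measured after 10 min at ambient temperature.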
PKM2 act – increases activity of human pyruvate kinase M2; AID 1631; purified PKM2, Kinase-Glo ATP luminescence, activation; response scale: 0% is enzyme alone, no compound; Potency, µM (series often up to 57.5 µM), for inactives: at the highest dose activation, actives largely listed as activators; P14618; actives 0.34% (n = 260,000); further: potency means the concentration at half of the fitted maximal effect; on the % scale 0 is the no-effect control and ±100 the full control effect; nearly all actives have a fitted effect of over 55% in size
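Purified hPK-M2 (>95%) run at intermediate activity with 0.1 mM ADP and 0.5 mM PEP in 50 mM imidazole pH 7.2, KCl, MgCl2; 1 h room temperature. ATP formed read by Kinase-Glo luminescence; normalized to uninhibited and no-enzyme controls.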
VP16 counter – Gal4-VP16 reporter inhibition counter-screen. Drosophila S2 Gal4-VP16 UAS-luciferase, luminescence, 20 h. Potency, µM (doses to about 53.6 µM), inactives show at the top dose activity, negative = inhibition, hits mostly inhibitors. actives 3.5% (n = 310,000). AID 2546;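 further: Gal4-VP16 expression switched on by copper sulfate through the metallothionein promoter; potency means the concentration at half of the fitted maximal effect; on the % scale 0 is the no-effect control and ±100 the full control effect; nearly all actives have a fitted effect of over 50% in size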
Giardia kill – kills Giardia lamblia. AID 540267. Giardia lamblia trophozoite viability. actives 0.15% (n = 340,000). activity change, % at 7.66 µM, hits read low; in the data active means activity change below about -80%; inconclusive means between about -30% and that limit;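 further: parasites exposed to compound for two days anaerobically before the ATP read; on the % scale 0 is the no-effect control and ±100 the full control effect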
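Giardia trophozoites, 100 cells per well, were exposed to compounds for 48 hrs at 37 deg C under anaerobic conditions; viability was then read as ATP content by bioluminescence after 15-30 min at room temperature.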
Rab9 promoter act – activators of Rab9 promoter; AID 485297; Huh7 Rab9 promoter-luciferase reporter, luminescence, 24 h; actives 2.8% (n = 320,000); Potency, µM (series often up to 9.22 µM), inactives show at the highest dose activation, negative = inhibition, actives largely listed as activators; further: potency means the concentration at half of the fitted maximal effect; % of control where 0% means no effect; nearly all actives have a fitted effect of over 60% in size
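Huh7 cells stably carrying Rab9 promoter–luciferase reporter, plated 1500 cells/well, compound added after 2 h and incubated 24 h at 37 °C; luciferase luminescence then read after 10 min with detection reagent.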
ELG1 genotoxic – inducers of genotoxicity in HEK293T ELG1-luciferase cells. Potency, µM (series often up to 46 µM), for the others: top-dose activity change, positive = activation, usual class: activators. HEK293T ELG1-luciferase reporter, luminescence, 16 h. AID 504466. actives 1.3% (n = 330,000); further: potency means the concentration at half of the fitted maximal effect; % of control where 0% means no effect; nearly all actives have a fitted effect of over 60% in size
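DMSO vehicle served as control against compound-treated ELG1-luciferase HEK293T cells; exposure lasted 16 hr at 37 °C and 5% CO2, followed by ONE-Glo luminescence detection after 30 min.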
Menin MLL FP TR – inhibitors of human menin-MLL interaction, mutant MLL peptide. O00255. Menin + Texas Red MLL mutant peptide, fluorescence polarization. Potency, µM (titrated, usually from 61.6 µM), without a hit: top-dose FP activity change, negative = inhibition, hits mostly inhibitors. actives 0.23% (n = 270,000). AID 1768; active means well fitted inhibition curve with a large enough effect in the polarisation, with a control signal flat, not every such curve was filed as active; inconclusive means small, poorly fitted or top-dose-only effect, or effect the other way, or a change in a side signal; inactive means no such curve, though single readings can be large or run the other way; the % refers to the polarisation; further: potency means the concentration at half of the fitted maximal effect; % of control where 0% means no effect; many of its hits are not listed in these tables
FLuc counter – firefly luciferase modulation, counter-screen for miR-21 project | P08659 | purified FLuc, Km substrates, luminescence inhibition | Potency, µM (highest dose often 57.5 µM), for inactives: top-dose activity change, negative = inhibition, usual class: inhibitors | actives 6.9% (n = 360,000) | AID 588342;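 further: potency means the concentration at half of the fitted maximal effect; plate controls were vehicle for no effect and reference inhibitor for full effect; nearly all actives have a fitted effect of over 55% in size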
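Purified P. pyralis luciferase (10nM final) with 10uM D-luciferin and 10uM ATP (Km levels) in 50mM Tris acetate pH 7.5, 10mM Mg acetate, 0.01% Tween-20, 0.05% BSA; qHTS 6-point titration, ~60 µM downward; luminescence read.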
p53 reactivation – mutant p53 re-activation in reporter cells | AID 504706 | H1299 p53-A138V BP100-luciferase reporter, luminescence, 24 h | Potency, µM (top dose mostly 92.2 µM), without a hit: at the top dose activity change, positive = activation, actives largely listed as activators | actives 0.063% (n = 320,000); further: potency means the concentration at half of the fitted maximal effect; % of control where 0% means no effect; nearly all actives have a fitted effect of over 45% in size
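p53-null H1299 cells stably carrying temperature-sensitive p53-A138V and a BP100-luciferase reporter were pinned with compounds (4-point, 1:5 series) and held 24 hrs at 37 deg C. Luminescence was read 10 min after detection reagent.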
RORgamma inh – blocks mouse ROR gamma transcriptional activity | P51450 | actives 5.4% (n = 310,000) | Potency, µM (top dose mostly 53.6 µM), for the others: top-dose activity change, negative = inhibition, actives largely listed as inhibitors | Drosophila S2 Gal4-RORgamma UAS-luciferase reporter, 20 h; further: potency means the concentration at half of the fitted maximal effect; on the % scale 0 is the no-effect control and ±100 the full control effect; nearly all actives have a fitted effect of over 60% in size
Target sequence (P51450 whole entry, looked up, the tested form may be a part): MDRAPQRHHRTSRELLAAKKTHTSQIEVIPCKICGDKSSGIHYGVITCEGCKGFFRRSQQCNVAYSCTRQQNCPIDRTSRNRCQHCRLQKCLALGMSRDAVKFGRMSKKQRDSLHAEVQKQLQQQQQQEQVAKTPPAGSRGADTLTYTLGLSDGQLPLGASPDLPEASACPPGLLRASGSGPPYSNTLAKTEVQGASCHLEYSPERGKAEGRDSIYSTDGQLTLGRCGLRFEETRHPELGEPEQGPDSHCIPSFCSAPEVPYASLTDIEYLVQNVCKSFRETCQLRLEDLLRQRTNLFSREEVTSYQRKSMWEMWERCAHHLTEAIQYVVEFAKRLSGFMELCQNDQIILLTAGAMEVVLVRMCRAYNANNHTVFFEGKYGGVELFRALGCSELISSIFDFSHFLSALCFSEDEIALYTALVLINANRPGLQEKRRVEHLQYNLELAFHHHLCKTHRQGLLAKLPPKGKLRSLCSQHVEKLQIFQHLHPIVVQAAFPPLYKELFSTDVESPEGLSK
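Luciferase reporter read in Schneider cells carrying Gal4-RORγ (mouse) and UAS-Photinus luciferase; cells given compound 1 h before 700 uM copper sulfate induction, then incubated 20 h at ambient temperature.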
An asterisk follows results filed as active; ? = inconclusive; . = not tested or not shown. Unless noted, the call rests on the fitted dose curve; in most records, active means well fitted curve in the direction sought with a large enough effect; inconclusive means small, poorly fitted or top-dose-only effect, or another doubt; inactive means no such curve, though single readings can be large; an effect the other way counts as inactive or inconclusive.

1	CCn1c(SCC(=O)Nc2ccc(OCc3ccccc3)cc2)nnc1-c1ccco1
2	COc1ccc(CN2CCN(CC(O)Cn3c4ccccc4c4ccccc43)CC2)cc1 (configuration not stated)
3	O=C(CNC(=O)c1ccc(Br)o1)NCC1CCCCC1
4	COc1ccc(C2=NOC(C(=O)NC(C)(C)C)C2)cc1 (configuration not stated)
5	Cc1ccccc1C(=O)NC1CC2CCCC(C1)N2Cc1ccc(Cl)cc1 (configuration not stated)
6	Cn1nccc1C(=O)Nn1cnnc1
7	COc1ccc(C(=O)Nn2cnnc2)c(OC)c1
8	O=c1[nH]cnc2c1nnn2Cc1ccccc1

assay / entry	1	2	3	4	5	6	7	8
BRCA1 expr act	83%	-50%	8%	12%	-10%	5%	6%	-1%
NPC1 promoter act	-4%	0%	3%	1%	-5%	-1%	-2%	-4%
PKM2 act	2%	4%	.	3%	1%	-1%	0%	.
VP16 counter	-11%	?	.	11%	-4%	-7%	-3%	0%
Giardia kill	-1	4	7	1	-16	0	15	-7
Rab9 promoter act	-4%	-3%	-1%	-3%	0%	2%	-2%	-3%
ELG1 genotoxic	-9%	-9%	2%	0%	-4%	0%	5%	1%
Menin MLL FP TR	14%	7%	.	0%	-26%	3%	6%	-10%
FLuc counter	15µM*	2%	-2%	1%	2%	1%	4%	0%
p53 reactivation	8%	-11%	2%	21%	-4%	-2%	4%	9%
RORgamma inh	29%	-20%	.	6%	-3%	1%	6%	-1%

9	Nc1c(C(=O)O)cnn1-c1ccc([N+](=O)[O-])cc1
10	COC(=O)C1=NN(c2ccc(C)cc2)C2(S1)SC(C(C)=O)=C(C)N2c1ccccc1 (configuration not stated)
11	O=C(O)CC(=O)Nc1ccccc1
12	C=C(C)Cn1c(-c2ccncc2)n[nH]c1=S
13	CC(C)c1ccc(NC(=O)CSc2nc3ccsc3c(=O)n2CCC(=O)O)cc1
14	COc1ccc(C(=O)O/N=C(\N)c2ccccc2Cl)cc1OC
15	O=C(NCc1ccccc1)c1cc[n+](Cc2ccccc2)cc1
16	O=C(Nc1ccc(N2CCCCC2)c(Cl)c1)c1ccc2c(c1)OCCO2
17	CSc1ncccc1C(=O)NNC(=O)c1ccc(NS(=O)(=O)c2cccs2)cc1
18	COc1ccc(-c2c(C)nn3c(N4CCOCC4)cc(C)nc23)cc1OC
19	CS(=O)(=O)NCc1ccc(C(=O)NCCOc2ccccc2)cc1

assay / entry	9	10	11	12	13	14	15	16	17	18	19
BRCA1 expr act	-13%	18%	2%	51%	0%	32%	3%	-23%	11%	-38%	63%
NPC1 promoter act	2%	-2%	-5%	-1%	-3%	-1%	-4%	24%	0%	-5%	4µM*
PKM2 act	-2%	1%	2%	10%	.	.	14%	0%	.	.	0%
VP16 counter	-14%	9%	-1%	-15%	-11%	?	0%	-26%	.	-5%	-13%
Giardia kill	7	-13	-10	21	14	3	-5	19	2	-8	10
Rab9 promoter act	-4%	-2%	0%	-4%	-1%	-2%	1%	28%	-3%	-4%	3.5µM*
ELG1 genotoxic	0%	-4%	-1%	0%	3%	?	1%	?	-4%	-8%	?
Menin MLL FP TR	.	1%	2%	3%	19%	25%	11%	?	.	-21%	15%
FLuc counter	2%	0%	0%	-10%	?	?	0%	5.4µM*	0%	-1%	19µM*
p53 reactivation	2%	-4%	-1%	-3%	6%	?	-6%	?	3%	-7%	?
RORgamma inh	0%	2%	1%	13µM*	13%	-35%	-6%	6%	.	-10%	?

Given tab-delimited: 12 of the compounds above.
entry	SMILES	BRCA1 expr act	NPC1 promoter act	PKM2 act	VP16 counter	Giardia kill	Rab9 promoter act	ELG1 genotoxic	Menin MLL FP TR	FLuc counter	p53 reactivation	RORgamma inh
6	Cn1nccc1C(=O)Nn1cnnc1	5%	-1%	-1%	-7%	0	2%	0%	3%	1%	-2%	1%
7	COc1ccc(C(=O)Nn2cnnc2)c(OC)c1	6%	-2%	0%	-3%	15	-2%	5%	6%	4%	4%	6%
8	O=c1[nH]cnc2c1nnn2Cc1ccccc1	-1%	-4%	.	0%	-7	-3%	1%	-10%	0%	9%	-1%
9	Nc1c(C(=O)O)cnn1-c1ccc([N+](=O)[O-])cc1	-13%	2%	-2%	-14%	7	-4%	0%	.	2%	2%	0%
10	COC(=O)C1=NN(c2ccc(C)cc2)C2(S1)SC(C(C)=O)=C(C)N2c1ccccc1 (configuration not stated)	18%	-2%	1%	9%	-13	-2%	-4%	1%	0%	-4%	2%
11	O=C(O)CC(=O)Nc1ccccc1	2%	-5%	2%	-1%	-10	0%	-1%	2%	0%	-1%	1%
12	C=C(C)Cn1c(-c2ccncc2)n[nH]c1=S	51%	-1%	10%	-15%	21	-4%	0%	3%	-10%	-3%	13µM*
13	CC(C)c1ccc(NC(=O)CSc2nc3ccsc3c(=O)n2CCC(=O)O)cc1	0%	-3%	.	-11%	14	-1%	3%	19%	?	6%	13%
14	COc1ccc(C(=O)O/N=C(\N)c2ccccc2Cl)cc1OC	32%	-1%	.	?	3	-2%	?	25%	?	?	-35%
15	O=C(NCc1ccccc1)c1cc[n+](Cc2ccccc2)cc1	3%	-4%	14%	0%	-5	1%	1%	11%	0%	-6%	-6%
16	O=C(Nc1ccc(N2CCCCC2)c(Cl)c1)c1ccc2c(c1)OCCO2	-23%	24%	0%	-26%	19	28%	?	?	5.4µM*	?	6%
17	CSc1ncccc1C(=O)NNC(=O)c1ccc(NS(=O)(=O)c2cccs2)cc1	11%	0%	.	.	2	-3%	-4%	.	0%	3%	.

Rewritten with values under each structure: part of the list above
Under each structure: BRCA1 expr act | NPC1 promoter act | PKM2 act | VP16 counter | Giardia kill | Rab9 promoter act | ELG1 genotoxic | Menin MLL FP TR | FLuc counter | p53 reactivation | RORgamma inh
[9] Nc1c(C(=O)O)cnn1-c1ccc([N+](=O)[O-])cc1
  -13% | 2% | -2% | -14% | 7 | -4% | 0% | . | 2% | 2% | 0%
[10] COC(=O)C1=NN(c2ccc(C)cc2)C2(S1)SC(C(C)=O)=C(C)N2c1ccccc1 (configuration not stated)
  18% | -2% | 1% | 9% | -13 | -2% | -4% | 1% | 0% | -4% | 2%

An excerpt. The share of hits here may be higher or lower than overall.
